# Screening data as filed in PubChem.
# HUVEC tox IL1B: cytotoxicity in IL-1B stimulated HUVEC, primary screen, cytotoxicity control for IL-1B NFkB translocation project, imaging, Hoechst nuclear count, IL-1B stimulus; HUVEC cell count loss; cell count reduction, % at 2 µM; hit rate 0.41% among 94,000; AID 845, 2007;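 active means cell count reduction more than 3 SD above the screen-wide mean, cut at about 70% in these data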;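 further: normalized per plate to untreated control cells as the no-loss baseline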
# VCAM1 TNFa inh: inhibitors of TNFa-induced VCAM1 expression, primary screen, imaging, HUVEC, TNFa stimulus, immunofluorescence | HUVEC TNFa-induced VCAM-1 immunofluorescence, high-content imaging | inhibition, % at 2 µM | hit rate 0.48% among 95,000;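 active means inhibition above the batch mean plus 3 SD, with images confirmed as a hit by eye, cut at about 37% in these data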;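 further: 0% = TNF-stimulated DMSO wells and 100% = unstimulated control wells; not every result past the cut was called active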
# Smad3 inh: Smad3/FoxH1 peptide binding inhibitors, primary screen, biochemical, TR-FRET; Mothers against decapentaplegic homolog 3 (Homo sapiens), P84022; TR-FRET Smad3/Dy647-FoxH1 peptide binding, europium anti-His; inhibition, % at 25 µM; hit rate 0.29% among 88,000; AID 630, 2007;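 active means compounds that reduce the energy-transfer binding signal between the protein and its labelled peptide by more than half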;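 further: 0% = Smad3 plus labelled peptide maximal FRET and 100% = peptide-only background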
# Target sequence (P84022 whole entry, looked up): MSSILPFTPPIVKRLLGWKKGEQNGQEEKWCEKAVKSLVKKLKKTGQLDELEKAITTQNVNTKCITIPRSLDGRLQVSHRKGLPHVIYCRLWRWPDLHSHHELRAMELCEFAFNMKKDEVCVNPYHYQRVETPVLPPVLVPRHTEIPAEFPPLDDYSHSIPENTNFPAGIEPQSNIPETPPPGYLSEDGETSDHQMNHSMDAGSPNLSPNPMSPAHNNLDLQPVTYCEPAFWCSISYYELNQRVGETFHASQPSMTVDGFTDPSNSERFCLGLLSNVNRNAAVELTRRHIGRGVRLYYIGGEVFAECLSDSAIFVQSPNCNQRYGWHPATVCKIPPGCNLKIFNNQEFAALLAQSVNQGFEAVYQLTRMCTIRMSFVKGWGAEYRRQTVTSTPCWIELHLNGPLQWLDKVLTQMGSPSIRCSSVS
# Fibroblast inh: antiproliferative effect on LL 47 fibroblasts – human, LL 47 cells, CellTiter-Glo luminescence, primary screen. LL 47 human lung fibroblast viability, ATP luminescence; stronger effect = lower value. viability, % at 10 µM. hit rate 1.1% among 85,000. AID 719, 2007;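 active means viability at or below 50% in the single dose screen; inactive means viability above 50%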;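 further: compound exposure lasted 72 h before the ATP readout; 100% = median luminescence of untreated cell-only wells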
#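 Material: human LL 47 lung fibroblast cells; quantity: 1,150 cells/well; medium: IMEM plus 15% FBS; doses: 0.1% DMSO in all compound wells; timing: overnight attachment after seeding, then 72 h compound exposure at 37 °C; detection: CellTiter-Glo luminescence; measure: % viability of median cell-only signal; controls: cell-only wells, no compound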
# H69AR inhibit: proliferation blockers of H69AR lung cancer cells, primary screen, cell-based, human, 86K library | viability, % at 10 µM | hit rate 6% among 85,000 | H69AR lung tumor viability, ATP luminescence, 72 h; stronger effect = lower value;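 active means viability at or below 40%; inactive means viability above 40%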;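 further: multidrug resistant small cell line overexpressing MRP-1 efflux transporter; 100% = mean luminescence of untreated control wells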
# HUVEC prolif 384: inhibitors of HUVEC proliferation, primary screen, cell-based, 384-well; hit rate 1.1% among 86,000; CellTiter-Glo luminescence, 72 h; stronger effect = lower value; viability, % at 10 µM (by protocol);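 active means viability at or below 30%; inactive means viability above 30%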;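 further: 100% = median luminescence of DMSO-only cell control wells on each plate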
# TNFa cytotox: cytotoxicity in TNFa-stimulated HUVEC, primary screen, cytotoxicity control for VCAM1 expression modulator project, imaging, Hoechst nuclei count | HUVEC TNFalpha-stimulated, Hoechst cell count | cell count reduction, % at 2 µM | hit rate 0.17% among 93,000;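 active means cell count reduction exceeding the screen mean by over 5 SD, scaled to untreated wells per plate, cut at about 78% in these data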;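 further: cells counted after 24 h of TNF alpha exposure following the 1 h pretreatment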
# PTK2B oligo ant: antagonists of Pyk2 self-association, primary screen, Q293 cells, FERM NanoBiT luminescence, HTS | stronger effect = lower value | z-score (the deposit names both 25 µM and 10 µM) | hit rate 0.83% among 99,000 | AID 1347419, 2020;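 active means Z-score of -3 or lower, scaled per plate to the spread of control and sample wells; inactive means z-score above -3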;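 further: negative z-score means lost luminescence so less FERM oligomerization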
# F-actin modifier: modifiers of F-actin cytoskeleton organization, primary screen, imaging, HUVEC, phalloidin staining, high-content imaging; HUVEC TNFa F-actin phalloidin imaging; inhibition, % at 2 µM; hit rate 0.18% among 91,000;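 active means inhibition above the batch mean plus 3 SD and confirmed as a hit by visual image inspection, cut at about 30% in these data, passing the limit was not always enough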; further: strong numbers were not always called active
# * marks the source's active call; other numbers are inactive results; x = not tested or not shown; & = joins results of further samples; [ ] = remark or other dose.
SMILES,HUVEC tox IL1B,VCAM1 TNFa inh,Smad3 inh,Fibroblast inh,H69AR inhibit,HUVEC prolif 384,TNFa cytotox,PTK2B oligo ant,F-actin modifier
COc1ccccc1N(CC(=O)Nc1ccccc1C)S(C)(=O)=O,-88.3,-5.5,3.6,92.8,91.2,89.2,8.3,1.36,-9.5
CN1C(=O)c2ccccc2C(C(=O)O)C1c1cccc(F)c1 (stereo not drawn),23.4,-27.6,-2.1,106.4,94.7,101.0,-6.8,0.09,-9.0
Fc1ccccc1N1CCN(CC2CC3C=CC2C3)CC1 (stereo not drawn),4.9,9.8,-1.5,x,x,x,-24.8,0.83,11.4
CCCCn1nnnc1SCC(=O)Nc1ccc(C)cc1,-6.1,6.0,-5.3,103.1,96.5,89.3,-10.3,1.05,-27.1
CC(=O)OC(/C(O)=C(\C#N)c1nc2ccccc2[nH]1)c1ccccc1 (stereo not drawn),-34.8,-0.2,1.9,x,70.3,82.1,-47.2,-0.78,-3.1
CC(=O)c1ccc(NC(=O)CSC(C)C)cc1,6.4,-22.6,20.0,102.8,99.3,110.5,4.0,-0.24,-3.2
O=C(O)CC(NCc1ccco1)C(=O)OCCc1ccccc1 (stereo not drawn),1.8,-0.5,x,x,x,x,-5.9,0.47,-6.1
Nc1c(C(=O)c2ccccc2)oc2ccc(Br)cc12,-78.4,0.7,-3.2,91.2,85.5,84.7,-28.0,-1.62,x
COc1cc(-c2nnc3sc(-c4ccccn4)nn23)cc(OC)c1OC,x,x,-8.2,100.4,65.3,92.2,x,x,x
CC(C)(C)c1sc(N)nc1-c1ccccc1,-6.3,13.3,x,x,x,x,-9.9,2.27,-13.2
Cc1ccc(C(c2sc3nc(C)nn3c2O)N2CCN(c3ccc(F)cc3)CC2)cc1 (stereo not drawn),-42.9,3.7,6.7,103.3,97.2,102.5,11.3,-0.3,-24.0
O=C(O)C1Cc2ccccc2CN1C(=O)c1ccccc1 (stereo not drawn),-0.8,-12.9,-0.6,99.9,90.5,92.5,-1.1,0.98,-6.1
CCCC(C)NC(=O)c1nc(-c2ccccc2)n(-c2ccccc2)n1 (stereo not drawn),0.0,8.6,-0.1,104.0,94.2,108.3,2.1,-1.91,0.6
CCOC(=O)c1ccc(NC(=O)CCc2nc(-c3ccccc3)no2)cc1,x,x,-13.0,103.5,108.9,66.4,x,-0.23,x
Cn1ncc(Br)c1C(=O)Nc1ccc(F)cc1F,87.8*,-2.9,6.4,98.9,94.1,93.4,11.5,-0.39,0.3
Cc1ccc(S(=O)(=O)N(CC(=O)N/N=C/c2cccc(C)c2)c2cccc3cccnc23)cc1,0.8,-7.6,x,x,x,x,-15.9,-2.45,16.4
CC(CS(=O)(=O)c1cccc2cccnc12)N1CCCCC1 (stereo not drawn),x,x,5.7,87.0,98.5,91.1,x,0.36,x
Cc1cc(C)nc(SC(C)C(=O)O)n1 (stereo not drawn),-21.9,-5.5,3.2,103.8,83.2,96.0,-9.1,1.29,-18.0
CCN(CC)c1ccc(SS(=O)(=O)O)cc1,-13.2&-11.6,12.4&-4.0,8.5&0.3,108.0&106.5,86.8&93.8,99.0&98.8,2.2&3.2,-0.28&0.28,-2.8&-43.9
Cc1cc(C)n(Cc2ccc(Cl)cc2Cl)c(=O)c1S(=O)(=O)c1ccccc1,-38.8,-11.0,x,x,x,x,-4.0,-0.75,31.5
Cc1cc(OCC(=O)O/N=C(\N)c2ccccc2)cc(C)c1Cl,-6.3,-10.3,x,x,x,x,-20.0,-0.21,-8.7
O=C(CSCc1cnn(-c2ccccc2)c1-n1cccc1)NCCN1CCOCC1,3.1,-28.4,10.3[fluorescence artefact?],100.1,95.1,102.2,-26.7,1.88,-2.2
Cc1ccc(NC(=O)c2cc(Cl)nc3ccccc23)cc1,-4.8,-1.8,x,x,x,x,-20.1,-0.42,3.1
N#Cc1cn(CCOc2ccccc2F)c2ccccc12,-10.7,14.5,-0.6,89.5,79.9,53.6,0.0,-1.99,6.8
Cc1cc(=O)c2cc(Cl)ccc2[nH]1,-244.8,7.0,3.1[fluorescence artefact?],100.8,67.3,88.0,-19.8,x,15.8

# (more compounds)
SMILES,HUVEC tox IL1B,VCAM1 TNFa inh,Smad3 inh,Fibroblast inh,H69AR inhibit,HUVEC prolif 384,TNFa cytotox,PTK2B oligo ant,F-actin modifier
COc1ccc(CNc2nc(SCC(=O)NCc3ccco3)nc3ccccc23)cc1,-10.7,10.9,8.5,84.1,69.2,83.5,-2.8,-1.18,11.8
COCCNC(=O)C(c1ccc(C)o1)N(Cc1ccccc1)C(=O)Cn1nnc2ccccc21 (stereo not drawn),1.7,1.4,2.3,95.5,76.6,104.9,-7.3,0.24,-16.4
COCc1cc(=O)n2[nH]c(SCc3ccccc3)nc2n1,-3.0,-4.9,2.0,103.0,97.9,103.4,-15.8,1.31,-0.6
O=C(CCNS(=O)(=O)c1cccs1)Nc1ccccc1F,-3.8,12.5,x,x,x,x,6.2,0.76,3.5
COCCNCCOCCOc1cccc(OC)c1,-7.6,22.8,x,x,x,x,-0.9,0.05,14.8
CCCCN(CCCC)c1cc(C)nc(-c2ccccc2O)n1,-14.1,17.6,-11.4,90.9,69.2,129.8,3.3,1.43,x
O=C(c1ccco1)N1CCN(S(=O)(=O)c2ccc(Br)s2)CC1,-2.2,13.2,-2.1,93.5,94.6,94.7,-23.3,0.4,-0.1
Cc1ccc(CNC(=O)C2CCCN(S(=O)(=O)c3cccnc3)C2)cc1 (stereo not drawn),-20.0,-3.9,-0.7[fluorescence artefact?],90.8,67.0,74.9,4.6,1.63,0.4
CCOC(=O)c1c(C)c(C(=O)NCc2ccccn2)c(C)n1C,-8.0,-3.9,0.3,109.3,92.8,97.8,2.8,0.63,2.9
c1ccc(Cn2nnc3c(N4CCc5ccccc54)ncnc32)cc1,-73.8,-4.9,17.5[fluorescence artefact?],99.4,87.7,91.7,-25.9,2.7,4.2
Cc1cc(=O)[nH]c(COc2ccccc2)n1,-21.3,4.2,9.9[fluorescence artefact?],x,110.8,91.7,1.6,0.93,-14.2
CC1(C)O[C@@H]2C[C@H]3[C@@H]4CCC5=CC(=O)C=C[C@]5(C)[C@@]4(F)[C@@H](O)C[C@]3(C)[C@]2(C(=O)CO)O1,x,x,8.4,93.2,87.2,97.2,x,x,x
CC1CCCCC12NC(=O)N(CC(=O)Nc1ccc(S(=O)(=O)N3CCOCC3)cc1)C2=O (stereo not drawn),2.6,-6.1,x,x,x,x,3.8,1.12,22.3
CCCCn1c(SCC(=O)c2cc(OC)ccc2OC)nc2cc(S(N)(=O)=O)ccc21,x,x,3.3,92.9,64.9,83.5,x,1.3,x
CCOc1ccc(-c2nnc(-c3snc(-c4ccc(F)cc4)c3N=CN(C)C)o2)cc1,x,x,10.8[fluorescence artefact?],91.0,67.1,58.3,x,-0.3,x
c1ccc(-c2ccn3nnnc3n2)cc1,-11.4,11.7,-10.8,118.8,94.2,92.2,-10.6,0.87,-7.5
N#CC12CCCCC1CC1CCCCC1(C#N)N2Cc1cccnc1 (stereo not drawn),-29.5,3.6,-10.6,95.0,88.5,95.4,-1.1,0.99,-9.8
COc1ccc(Cl)cc1C(=O)CSc1nnnn1C1CCCCC1,-7.3,7.7,6.6,97.5,91.1,114.5,-20.2,-0.83,34.7
COc1cc(-c2nnc3sc(C4CCCCC4)nn23)cc(OC)c1OC,-35.1,-10.4,x,x,x,x,-21.5,-1.25,23.5
O=C(O)c1ccc(S(=O)(=O)NC2CCCCC2)cc1,18.2,20.6,8.3,102.2,95.9,101.5,-20.3,1.78,-7.9
Cc1nc(S/C(=C/c2ccc(-c3cccc(Cl)c3)o2)C(=O)O)n[nH]1,-16.1,2.6,x,x,x,x,-12.8,-1.44,-18.4
c1cc(C(c2nnnn2C2CCCCC2)N2CCN3CCCC3C2)ccn1 (stereo not drawn),-6.8,17.6,x,x,x,x,-0.4,0.13,-2.8
CNCc1cc2ccc(C)cc2[nH]c1=O,-51.4,-0.8,2.1,95.2,101.5,99.7,-1.6,-0.5,-16.3
Cc1nnc(Nc2ccc3c(c2)OCO3)c2ccccc12,30.1,7.7,-1.5,95.7,77.9,88.2,-12.3,0.06,13.3
COC(=O)c1ccccc1NC(=O)CN1C(=O)CSC1=O,x,x,2.5,99.9,99.5,96.8,x,-0.43,x

# Some of these compounds in order of the VCAM1 TNFa inh value, highest first:
SMILES | VCAM1 TNFa inh
N#CC12CCCCC1CC1CCCCC1(C#N)N2Cc1cccnc1 (stereo not drawn) | 3.6
c1ccc(Cn2nnc3c(N4CCc5ccccc54)ncnc32)cc1 | -4.9
COc1cc(-c2nnc3sc(C4CCCCC4)nn23)cc(OC)c1OC | -10.4

# The list continues.
SMILES,HUVEC tox IL1B,VCAM1 TNFa inh,Smad3 inh,Fibroblast inh,H69AR inhibit,HUVEC prolif 384,TNFa cytotox,PTK2B oligo ant,F-actin modifier
CCc1ccc2c(CN3CCc4ccccc43)cc(=O)oc2c1,-1.1,8.1,10.0,86.8,85.2,75.3,-7.5,-0.64,11.5
c1ccc(-c2cn3c4c(sc3n2)CCCC4)cc1,x,x,-8.8,67.3,21.4*,52.4,x,0.66,x
CCN(CC)CCCNC(=O)c1c(O)c2c([nH]c1=O)CCCC2,x,x,2.5,96.0,89.6,96.9,x,-0.58,x
CCOC(=O)c1c(CN2CCOCC2)n(-c2ccccc2)c2cc(Br)c(O)cc12,-0.6,0.0,8.1,88.3,64.6,70.7,13.3,-2.43,-3.5
COc1ccc(CCn2c(C)cc(C(=O)CSc3nnnn3-c3ccccc3)c2C)cc1OC,0.0,28.2,15.7[fluorescence artefact?],70.3,47.8,69.1,-3.2,0.35,-43.7
COC(=O)CSc1nnc([C@H](CC(C)C)NC(=O)OC(C)(C)C)o1,-13.5,-10.4,-0.3,106.6,102.2,104.8,-38.5,-1.04,34.0
Cc1ccccc1-c1nc(S(=O)(=O)c2ccc(Br)cc2)c(NCc2cccnc2)o1,-12.8,-17.4,-4.1,91.1,49.7,90.8,-10.8,-3.4*,3.4
COc1ccc(N/C(C)=C2/C(=O)C(=O)N(CCO)C2c2ccc(Br)cc2)cc1 (stereo not drawn),-52.6,0.8,-15.8,86.5,93.5,93.0,-32.8,-0.38,-7.3
Cc1cc(C)cc(CSc2nnc(C)c(=O)[nH]2)c1,-26.8,-12.5,5.2,96.8,85.3,94.1,0.5,-0.14,-1.9
COCCNC(=O)C1CC(=O)N(C2CCCC2)C1 (stereo not drawn),10.2,12.1,-8.5,105.4,97.9,103.7,2.4,0.46,-15.6
Cc1noc(C)c1COC(=O)c1ccc(-c2nc3ccccc3s2)s1,-44.1,-2.3,14.8,97.4,85.8,104.7,-6.3,-1.66,-5.9
CCCCNC(=O)Nc1cc(C)on1,-1.6,7.4,1.8,99.9,100.0,89.4,-86.5,0.73,x
CCOC(=O)c1c(-c2ccccc2)csc1NC(=S)NC(=O)c1ccccc1,-4.5,4.8,x,x,x,x,-12.5,-1.22,12.1
CN(Cc1ccccc1)C(=O)Cn1cccc1C(=O)c1ccccc1,-6.8,-2.3,-3.8,102.1,90.1,94.9,-34.0,-0.25,-21.7

# A portion of the library (hit frequency here may not be typical).
